From PubChem BioAssay
GalR3 antag = antagonists of human GalR3; HEK293 GalR3-CNG cAMP membrane potential fluorescence; galR3 body fused to GalR1 C-terminus; inhibition, % at 3 µM; O60755; actives 0.44% (n = 360,000);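 active = inhibition above the screen-wide average plus 3 SD, cut at about 13% in these data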;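 note: forskolin and galanin both at EC90 stimulate the cells; cAMP rise reported by CNG channel membrane potential dye signal; 0% = forskolin plus galanin with DMSO and 100% = forskolin alone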
Target sequence (O60755 1-299 limits assumed): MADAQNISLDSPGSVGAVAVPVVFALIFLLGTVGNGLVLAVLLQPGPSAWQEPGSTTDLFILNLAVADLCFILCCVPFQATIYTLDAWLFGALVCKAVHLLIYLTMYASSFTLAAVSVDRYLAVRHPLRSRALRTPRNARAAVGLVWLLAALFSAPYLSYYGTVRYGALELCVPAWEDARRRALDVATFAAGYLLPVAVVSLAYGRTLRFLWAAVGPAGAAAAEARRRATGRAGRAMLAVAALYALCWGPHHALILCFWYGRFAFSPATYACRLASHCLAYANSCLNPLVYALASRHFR
PfM18AAP inh = PfM18AAP enzyme inhibition. inhibition, % at 7.35 µM. AID 1822. actives 1.2% (n = 290,000). recombinant PfM18AAP, H-Glu-NHMec fluorogenic cleavage;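 active = inhibition above the campaign mean inhibition over all tested compounds plus 3 SD, cut at about 28% in these data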;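 note: 0% = plate median of test compound wells and 100% = 2 mM ZnCl2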
OXTR ag = agonists of human oxytocin receptor; P30559; CHO-OTR cells, Fluo-8 calcium fluorescence; normalized: DMSO 0%, oxytocin 100%; activation, % at 3 µM; actives 0.32% (n = 320,000);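 active = activation above the mean of all tested compounds plus 3 SD, cutoff set per screening run, cut at about 20% in these data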;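 note: peak over basal fluorescence ratio from a 100 s FLIPR kinetic read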
Target sequence (P30559 whole entry, looked up): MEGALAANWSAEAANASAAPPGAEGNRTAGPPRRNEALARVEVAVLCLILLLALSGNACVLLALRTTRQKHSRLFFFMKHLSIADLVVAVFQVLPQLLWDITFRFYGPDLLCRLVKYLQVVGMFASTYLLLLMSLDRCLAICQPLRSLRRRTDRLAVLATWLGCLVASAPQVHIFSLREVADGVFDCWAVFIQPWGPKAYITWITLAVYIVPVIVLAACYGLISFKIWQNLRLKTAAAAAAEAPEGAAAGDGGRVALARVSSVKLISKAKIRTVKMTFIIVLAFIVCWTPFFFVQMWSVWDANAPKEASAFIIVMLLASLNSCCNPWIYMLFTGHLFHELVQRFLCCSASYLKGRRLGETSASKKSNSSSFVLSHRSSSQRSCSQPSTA
MEKK2mut PB1 HTS = signal of MEK5 binding to mutant human MEKK2 PB1 domain | actives 0.35% (n = 290,000) | percent response, % at 10 µM | bead flow cytometry, Alexa488-MEK5 binding to MEKK2 mutant; in the data active = percent response above about 24%, passing the limit was not always enough; note: inactives centre near 1; some results filed as inactive read as strong as hits
GPR7 antagonist = antagonists of human GPR7 (neuropeptides B/W receptor 1) | GPR7-expressing cells, fluorescence antagonist assay | inhibition, % at 4.4 µM | actives 1.1% (n = 290,000); in the data active = inhibition above about 16%, passing the limit was not always enough;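 note: cells stimulated with the agonist NPW; 0% = agonist with vehicle and 100% = vehicle without agonist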
Target sequence (P48145 whole entry, looked up): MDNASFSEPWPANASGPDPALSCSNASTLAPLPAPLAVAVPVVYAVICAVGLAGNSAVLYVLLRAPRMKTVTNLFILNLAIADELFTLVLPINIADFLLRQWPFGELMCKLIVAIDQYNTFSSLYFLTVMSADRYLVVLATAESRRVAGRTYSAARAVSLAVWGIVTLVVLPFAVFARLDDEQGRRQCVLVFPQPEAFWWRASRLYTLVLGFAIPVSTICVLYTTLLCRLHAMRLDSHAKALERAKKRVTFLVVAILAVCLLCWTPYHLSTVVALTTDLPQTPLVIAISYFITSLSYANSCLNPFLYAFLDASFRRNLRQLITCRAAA
NALP1 yeast inh = inhibitors of NALP1 inflammasome in yeast | S. cerevisiae NALP1/ASC/caspase-1 growth, X-gal OD620, 72 h | inhibition, % at 10 µM | actives 0.61% (n = 280,000); in the data active = inhibition mostly above about 24%, no sharp cut-off; inactive = mostly below about 32%; note: some compounds called inactive have numbers as strong as hits
OXTR potentiator = human OXTR potentiation | actives 0.061% (n = 320,000) | CHO-OTR cells, Fluo-8 calcium fluorescence, potentiator mode; 0% = oxytocin EC15, 100% = EC100 | P30559 | activation, % at 3 µM | AID 2445;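 active = activation above that plate's cutoff, the mean activation of tested compounds plus 3 SD, cut at about 6.6% in these data, passing the limit was not always enough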;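 note: 100% uses oxytocin at 75 nM as the full agonist control; some results filed as inactive read as strong as hits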
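System: human OTR in CHO cells; Also added: sub-maximal oxytocin, roughly EC15; Timing: compound 6 min at room temperature before oxytocin, 100 s read; Technique: Fluo-8 intracellular calcium fluorescence, ex 470-495, em 515-575 nm; Controls: oxytocin EC15 low and EC100 high; Replication: singlicate.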
MEKK2 WT-MEK5 = raises or lowers MEK5 binding to wildtype human MEKK2 PB1 domain; binding response (% of control), % at 10 µM; Q9Y2U5; actives 1.1% (n = 290,000); bead flow cytometry, Alexa488-MEK5 binding to MEKK2 WT; actives lie on both sides; in the data active = binding response below about 67% or above about 130%
V1aR counter = counter-screen for oxytocin receptor agonists: human V1a receptor agonists | P37288 | CHO-V1R cells, Fluo-8 calcium fluorescence, agonist mode; 0% DMSO, 100% 3 nM vasopressin | activation, % at 3 µM | actives 0.25% (n = 320,000);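 active = activation above the mean activation of all tested compounds plus 3 SD, per screening run, cut at about 20% in these data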;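 note: signal is peak over basal fluorescence ratio across a 100 second FLIPR read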
* = called active by the depositor; . = not tested or not shown; & = joins results of further samples.

Values run as follows: PfM18AAP inh	OXTR potentiator	MEKK2mut PB1 HTS	MEKK2 WT-MEK5	OXTR ag	NALP1 yeast inh	GPR7 antagonist	V1aR counter	GalR3 antag
- Cc1sc2ncnc(SCC(=O)N3CCCCC3)c2c1C
 : 3	-14	-2	94	6.6	13	-6	6.3	-9
- COc1ccccc1Nc1nc(N)nc(CSC(=S)N2CCCCC2)n1
 : -5	-3	4	93	-1.9	.	-11	-1.0	2
- COCCOCCn1c(CCCO)nc2ccccc21
 : -7	1	3	102	0.5	19	-11	0.3	-4
- CCOC(=O)N1CCN(c2c(NCc3ccc(N(C)C)cc3)c(=O)c2=O)CC1
 : 7	-4	9	111	0.8	-16	-6	-0.7	3
- CCOC(=O)C(NC(=O)C1CCCN1C(=O)OCc1ccccc1)C(=O)OCC (stereo not drawn)
 : 4	3	5	103	0.1	2	-4	-0.4	2
- CC(=O)c1ccc(-n2nnnc2SCC(=O)Nc2sc(C)c(C)c2C#N)cc1
 : 8	4	1	101	1.1	15	-7	0.1	8
- CCCCC[C@H](O)/C=C/[C@H]1CCC(=O)[C@@H]1CCCCCCC(=O)N1CCCCC1CO (stereo partly drawn)
 : 2	-12	-2	105	1.7	3	25	3.5	79*
- C/C(=N/NC(=O)CCc1ccccc1)c1ccco1
 : 2	-5	-2	101	0.6	21	0	-0.2	2
- CCOc1cc(C(=S)N2CCCCC2)ccc1OS(=O)(=O)c1ccc(Br)cc1
 : -10	-3	-7	90	-0.8	10	-7	0.4	-4
- CCn1cc(CNC(=O)CSc2nc(-c3ccc(OC)c(OC)c3)cc(C(F)(F)F)n2)c(C)n1
 : 6	-5	-1	95	0.3	.	-9	-0.3	-2
- Cc1occc1C(=O)NNC(=O)c1ccc(Br)o1
 : -4	-8	1	101	0.5	13	-5	0.3	0
- CCn1c(C(=O)O)c(CC(=O)NC2CCCCCC2)c2ccccc21
 : -3	-3	-11	88	1.2	18	-15	1.4	3
- Nc1nc(NCCO)nc(NCC2CCCO2)c1[N+](=O)[O-] (stereo not drawn)
 : -1	-2	-1	101	-0.1	14	-5	0.5	-1
- COc1cc([N+](=O)[O-])ccc1NC(=O)C1C2C=CC(C2)C1C(=O)O (stereo not drawn)
 : 5	-6	8	99	0.3	12	-9	0.2	-6
- Cc1cc(C(=O)CSc2nnc(-c3ccc(Cl)cc3)n2CC2CCCO2)c(C)n1C (stereo not drawn)
 : 16	-10	.	.	-2.1	2	-9	-0.7	-6
- COc1cccc(/C=C2\SC(=S)N(N3CCOCC3)C2=O)c1OC
 : 4	-9	-2	93	-1.6	23	-10	0.5	-3
- O=C(Cn1nnc(-c2ccccc2NC(=O)c2ccccc2)n1)Nc1ccc2c(c1)OCCO2
 : -10	5	3	115	1.1	23	-3	0.2	-4
- Clc1cccc(N2CCN(Cc3nnc(-c4ccccc4)o3)CC2)c1
 : 3	-4	-2	96	-1.5	10	-9	2.2	.
- O=C(CS(=O)(=O)Nc1ccc(F)cc1Cl)Nc1ccc(F)cc1Cl
 : -5	-25	9	108	15	-3	-16	14	-8
- Cc1ccc(NC(=O)N2CCCN(Cc3ccc(F)cc3)C2)cc1C
 : -12	5	19	107	-0.1	-12	32	0.6	-3
- CCn1cc([C@@H]2C[C@H]3CN(Cc4cccc(Cl)c4)C(=O)[C@]34CCCN24)cn1
 : 12	1	-5	92	0.8	-22	7	0.9	2
- CC1(c2ccccc2Cl)NC(=O)N(CC(=O)c2ccc3c(c2)OCO3)C1=O (stereo not drawn)
 : .	-5	.	.	1.3	.	.	2.4	2
- COCCNC(=S)Nc1ccc2nc(N3CCOCC3)cc(C)c2c1
 : 0	3	0	100	0.9	-2	2	-0.3	-7
- CCOC(=O)NC(=O)CSc1nnnn1-c1ccc(Cl)cc1
 : -6	-7	-1	99	-0.3	2	-11	0.0	-8
- Cc1c(C)n(C(=O)CSc2nc3ccccc3[nH]2)c2ccccc12
 : 13	-9	11	121	-1.5	3	-1	-0.9	1
- CCOc1ccc(CCNC(=O)C2CCCN(S(=O)(=O)N3CCOCC3)C2)cc1OCC (stereo not drawn)
 : -2	-4	-2	99	-0.8	18	1	8.9	0
- Cc1cc(C)cc(NC(=O)C(OC(=O)c2ccc(O)cc2)c2ccccc2)c1 (stereo not drawn)
 : .	-6	.	.	-0.1	.	.	1.6	3
- O=C(/C=C/c1ccc(Cl)cc1)NC(=S)Nc1ccc(N2CCOCC2)c(Cl)c1
 : 0	2	5	103	-0.7	-5	0	-0.7	-3
- N#Cc1ccc(Oc2ccc(C(F)(F)F)cc2NC(=O)c2ccc(F)cc2)cc1
 : 10	-3	-4	95	0.7	7	3	-1.0	-3
- O=C(NCCC1CCCCN1S(=O)(=O)c1ccc(F)cc1)C(=O)NCCN1CCOCC1 (stereo not drawn)
 : .	5	.	.	1.4	.	.	0.1	0
- COC(=O)c1ccc(COc2ccc3ccc(=O)oc3c2)o1
 : -4	.	1	101	.	16	0	.	-6
- Cc1c(C=O)cnn1CCC(=O)O
 : 4	6	1	100	0.8	.	0	1.1	-5
- COc1ccc(OCC(=O)c2c[nH]c3ccccc23)cc1
 : 0	-1	-2	92	0.9	8	12	0.7	3
- CCOc1cccc2sc(Cl)nc12
 : 2	1	1	103	0.7	7	-13	1.0	5
- Cc1cccc(-c2noc(CSc3ccccc3)n2)c1
 : 6	-2	0	98	-0.3	-2	-10	-1.1	-2
- CC1CCN(c2ccc(S(=O)(=O)NC3=NCCCCC3)cc2[N+](=O)[O-])CC1
 : 4	-10	-1	96	3.0	-15	-13	4.0	6
- O=[N+]([O-])c1ccccc1OCCCCN1CCCCC1
 : 4	-4	10	108	-0.2	11	0	0.9	-2
- N#C/C(=C\c1ccc(Sc2ccc(Cl)cc2)o1)c1nc2ccccc2[nH]1
 : -3	-9	14	150*	4.9	32	-3	3.7	-5
- CCCc1cc(=O)[nH]c(Nc2ccc3c(c2)OCCO3)n1
 : -3	-24	12	111	-2.9	8	-17	-1.0	-4
- COc1ccc([C@@H]2CC(=O)c3c(O)cc(O[C@@H]4OC(CO[C@@H]5OC(C)[C@H](O)[C@H](O)C5O)[C@@H](O)[C@@H](O)C4O)cc3O2)cc1O (stereo partly drawn)
 : .	-8	.	.	-0.2	.	.	0.8	-2
- COc1cc(C(=S)N2CCOCC2)cc(Br)c1OS(=O)(=O)c1ccccc1
 : -4	-7	2	100	5.3	-36	-5	5.4	-12
- COc1ccc(NC(=O)C2CCC(CNc3c(N4CCCCC4)c(=O)c3=O)CC2)cc1OC (stereo not drawn)
 : -2	-5	17	114	0.1	13	9	0.4	-4&3
- CN(C1CCS(=O)(=O)C1)S(=O)(=O)c1ccc(C2CCCCC2)cc1 (stereo not drawn)
 : -16	-7	6	109	6.3	6	0	5.5	-1
- CCCCC(=O)Nc1ccc(F)c(Cl)c1
 : 3	6	1	99	1.4	.	-6	-0.4	0
- CCOc1ccc(NC(=O)N2CCC(c3nc4ccccc4o3)CC2)cc1
 : 4	-2	6	105	-2.1	4	-1	1.3	-2
- O=C(COC(=O)c1cc(NS(=O)(=O)c2cccs2)ccc1O)Nc1cc(Cl)ccc1Cl
 : 4	-21	-10	89	-0.2	16	-12	0.2	1
- O=C(COc1ccc(Cl)cc1Cl)N1CCN(c2ccccn2)CC1
 : -7	-3	-4	90	-1.6	6	-6	-0.9	-6
- N/C(=N\OC(=O)c1cccc(Cn2cc(C(F)(F)F)ccc2=O)c1)c1ccccc1
 : -2	-10	1	102	1.6	15	-17	2.5	-7
- O=C1CC(c2ccccc2)=Nc2ccc(Br)cc2N1
 : 4	-6	-1	97	-2.4	-7	3	-1.4	-8
- COc1ccccc1N1CCN(CC(=O)Nc2cc(F)ccc2C)CC1
 : 3	-12	6	111	-0.5	3	-1	0.6	-1
- Cc1cc(C)n(CC(=O)NCc2cc(-c3nn(C)c(=O)c4ccccc34)ccc2C)n1
 : -3	-11	-6	96	-0.5	5	-3	2.5	0
- CC(=O)NCC(=O)N[C@@H](CC(=O)OCc1ccccc1)C(=O)OCc1ccccc1
 : 3	-5	-1	102	0.0	-8	-21	-0.6	-2
- Cc1cnc(CNC(=O)C2CCC(=O)N(CCc3ccc(Cl)cc3)C2)cn1 (stereo not drawn)
 : -4	.	0	104	.	20	-4	.	-5
- O=C(NNC1=C(C(=O)C(F)(F)F)CCC1)c1ccccc1O
 : 27	-7	10	112	2.0	-17	7	1.3	-3
- O=C(c1cnn2c(C(F)(F)F)cc(-c3ccco3)nc12)N1CCCCCC1
 : -1	-7	0	100	-0.9	6	3	-0.2	-2
- COc1cc(/C=C/CN2CCC(Oc3ccc(C(=O)N4CCCC4)cc3)CC2)ccc1O
 : 4	.	-1	111	.	21	0	.	3
- CCOc1ccc(C(=O)Nc2cnn(Cc3ccc(Cl)c(Cl)c3)c2)cc1
 : 6	-8	6	103	-0.6	4	-13	-0.2	-8
- CCOc1ccc(NS(=O)(=O)c2ccc(NC(=O)[C@@H]3CCCC[C@@H]3C(=O)O)cc2)cc1
 : 3	-2	1	106	0.2	26	4	0.9	-5
- CCc1c(C(=O)Nc2ccccc2)c(C)[nH]c(=S)c1C#N
 : -4	-1	4	102	0.5	-3	-14	0.6	-2
- O=C1CSC(c2cccnc2)N1c1ccc(F)cc1 (stereo not drawn)
 : -6	-10	-1	92	2.5	-3	4	0.4	-4

Given with bars between the fields: 2 of the compounds above
smiles | PfM18AAP inh | OXTR potentiator | MEKK2mut PB1 HTS | MEKK2 WT-MEK5 | OXTR ag | NALP1 yeast inh | GPR7 antagonist | V1aR counter | GalR3 antag
Cc1cc(C(=O)CSc2nnc(-c3ccc(Cl)cc3)n2CC2CCCO2)c(C)n1C (stereo not drawn) | 16 | -10 | . | . | -2.1 | 2 | -9 | -0.7 | -6
CCOc1ccc(NS(=O)(=O)c2ccc(NC(=O)[C@@H]3CCCC[C@@H]3C(=O)O)cc2)cc1 | 3 | -2 | 1 | 106 | 0.2 | 26 | 4 | 0.9 | -5

(more compounds)
Values run as follows: PfM18AAP inh	OXTR potentiator	MEKK2mut PB1 HTS	MEKK2 WT-MEK5	OXTR ag	NALP1 yeast inh	GPR7 antagonist	V1aR counter	GalR3 antag
- COc1cc(NC(=O)c2cc3ccccc3o2)c(OC)cc1Cl
 : 1	-3	1	104	-2.5	3	-12	-0.1	2
- CC(C)C[C@@H]1NC(=O)[C@H](Cc2ccc(O)cc2)NC(=O)[C@H](CCC(N)=O)NC(=O)c2cc([N+](=O)[O-])cc(I)c2NCC[C@@H](C(N)=O)NC1=O
 : -30	-6	-5	96	0.5	16	5	0.9	.
- CCN(C(=O)CN1C(=O)S/C(=C\c2cccc(OC)c2)C1=O)C1CCS(=O)(=O)C1 (stereo not drawn)
 : 10	-4	7	104	1.3	-165	-7	0.8	-3
- CC(CC(=O)NNC(=O)c1cccc(Cl)c1)c1ccccc1 (stereo not drawn)
 : 3	-9	3	107	0.1	23	-5	1.2	-8
- CC(C)c1ccc(S(=O)(=O)NC2CCS(=O)(=O)C2)cc1 (stereo not drawn)
 : .	-3	.	.	0.6	.	.	0.5	-3
- O=C(O)C(Cc1ccccc1)N1C(=O)/C(=C/c2ccccc2)SC1=S (stereo not drawn)
 : 2	-4	-3	91	-0.8	-45	-12	-0.1	6
- CCOC(=O)c1ccc(NC(=S)NCCc2ccc(OC)c(OC)c2)cc1
 : -8	-17	-14	90	5.4	8	-14	9.2	-5
- Nc1nnc(CC(c2ccccc2)c2ccccc2)s1
 : -7	2	-7	94	-0.8	1	0	-0.1	-2
- CN(CC(=O)Nc1ccc(Cl)c(Cl)c1)C(=O)C1CCCC1
 : .	-10	.	.	2.0	.	.	0.8	-2
